# TEAD-YAP block: TEAD-YAP interaction inhibition; HEK-TIYL cells, TEAD-Gal4/YAP UAS-luciferase luminescence; inhibition, % at 9.12 µM; 1.4% of 640,000 active; in the data active = inhibition above about 32%;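 also: 0% = median of test compound wells and 100% = reference inhibitor wells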
# FBW7 act: activators of human E3 ligase FBW7; 0.13% of 650,000 active; AlphaScreen FBW7–phospho-cyclin E peptide binding, activator screen; Q969H0; normalized activity (activation), % at 26.1 µM; in the data active = normalized activity above about 1.9%;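 also: purified mutant Fbw7 with reduced substrate affinity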
# GPR151 activ: activators of human GPR151; PathHunter beta-arrestin GPR151 cells, luminescence; activation, % at 11.2 µM; 1% of 650,000 active; AID 1508602; in the data active = activation above about 4.9%;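 also: 0% = median of compound wells and 100% = cells with positive control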
# Target sequence (Q8TDV0 whole entry, looked up): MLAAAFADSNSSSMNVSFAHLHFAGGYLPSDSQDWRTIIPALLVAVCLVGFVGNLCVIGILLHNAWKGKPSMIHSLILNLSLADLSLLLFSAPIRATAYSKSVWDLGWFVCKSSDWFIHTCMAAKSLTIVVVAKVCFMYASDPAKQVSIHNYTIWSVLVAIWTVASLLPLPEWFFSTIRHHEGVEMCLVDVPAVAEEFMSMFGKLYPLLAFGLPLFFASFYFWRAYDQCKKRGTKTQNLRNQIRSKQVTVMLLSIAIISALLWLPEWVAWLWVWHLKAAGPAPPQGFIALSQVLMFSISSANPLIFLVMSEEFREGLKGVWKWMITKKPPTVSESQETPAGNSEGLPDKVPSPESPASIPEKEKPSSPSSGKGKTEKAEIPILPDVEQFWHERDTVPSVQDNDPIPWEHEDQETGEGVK
# MITF primary: inhibitors of human MITF; O75030; AlphaScreen MITF homodimerization, bead proximity signal; inhibition, % at 2.6 µM; 0.91% of 650,000 active; AID 1259374; in the data active = inhibition above about 50%;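 also: 0% = vehicle wells with protein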
# Target sequence (O75030 whole entry, looked up): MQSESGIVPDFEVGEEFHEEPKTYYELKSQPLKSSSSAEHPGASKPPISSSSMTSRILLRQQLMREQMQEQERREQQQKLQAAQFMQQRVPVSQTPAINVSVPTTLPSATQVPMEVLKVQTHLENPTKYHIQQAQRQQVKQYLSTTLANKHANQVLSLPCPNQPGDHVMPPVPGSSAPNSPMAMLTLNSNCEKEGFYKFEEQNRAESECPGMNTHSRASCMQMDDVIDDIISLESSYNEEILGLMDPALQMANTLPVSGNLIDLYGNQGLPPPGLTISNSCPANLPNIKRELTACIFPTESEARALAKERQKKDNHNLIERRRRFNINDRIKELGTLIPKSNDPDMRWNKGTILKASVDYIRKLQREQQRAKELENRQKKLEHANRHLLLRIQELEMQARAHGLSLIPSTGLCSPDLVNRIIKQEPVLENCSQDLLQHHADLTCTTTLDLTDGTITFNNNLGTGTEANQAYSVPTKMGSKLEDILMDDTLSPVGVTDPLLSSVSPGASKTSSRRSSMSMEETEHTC
# * = called active by the depositor.
SMILES,TEAD-YAP block,FBW7 act,GPR151 activ,MITF primary
Cc1ccc(-c2nn(CCC(=O)O)cc2/C=C/C(=O)O)cc1,-8.6,0.1,0.9,11.1
O=C(CCc1nnc(-c2ccsc2)o1)N1CCc2sccc2C1,-10.4,0.1,5.4*,12.9
COc1cccc(NC(=O)COc2ccccc2C(=O)O)c1,-16.4,0.0,3.3,-18.4
Nc1cccc(-c2nc(Nc3ccc(Oc4ccccc4)cc3)c3ncn(-c4ccsc4)c3n2)c1,1.0,0.1,0.5,-3.4
CC1=C(C(=O)OCCOc2ccccc2)C(c2ccc(Cl)c([N+](=O)[O-])c2)C2=C(CCCC2=O)N1 (stereo not drawn),3.1,0.0,0.5,2.7
COc1ccc(N=C2SC(C(=O)Nc3ccccc3Cl)CC(=O)N2CCc2ccc(OC)c(OC)c2)cc1 (stereo not drawn),8.2,0.2,2.2,-3.4
CCCNC(=O)c1ccc2nc(Nc3ccccn3)sc2c1,-29.6,0.1,4.2,3.8
CCC(=O)Nc1ccc(Cl)c(NC(=O)c2ccccc2C)c1,4.4,-0.2,0.6,-3.8
CCOC(=O)C1=C(C)N=c2s/c(=C\c3ccc(OC(C)=O)cc3OC(C)=O)c(=O)n2C1c1cccc([N+](=O)[O-])c1 (stereo not drawn),7.7,-0.2,0.9,-0.3
CCCCCOC(=O)C1=C(C)NC2=C(C(=O)CCC2)C1c1cccc(O)c1 (stereo not drawn),29.2,1.1,-0.9,-1.0
CCC1SC(CC)C(=O)N(CC(=O)Nc2cccc(C)c2)C1=O (stereo not drawn),7.6,0.1,-0.8,-11.2
CC(C)(C)NC(=O)NC(=O)COC(=O)Cc1c(F)cccc1Cl,2.6,-0.1,1.4,4.3
COc1ccc(S(=O)(=O)NCC2CCCN(C(=O)c3ocnc3C)C2)cc1 (stereo not drawn),1.0,0.0,1.2,3.8
C=CCN1C(=O)C2C3C=CC(C2C1=O)C1C(=O)N(CC=C)C(=O)C31 (stereo not drawn),1.1,-0.1,0.1,-7.5
CCC(=O)Nc1ccc(NC(=O)COc2ccc(OC)cc2)cc1,5.2,0.1,0.6,7.2
CC1(C)C(=O)OC(c2ccc(C3OC(=O)C(C)(C)C(=O)C3(C)C)cc2)C(C)(C)C1=O (stereo not drawn),-4.8,0.3,-0.9,0.6
COc1cc(/C=N\Nc2nc(-c3cccc([N+](=O)[O-])c3)cs2)ccc1O,2.3,-0.1,0.3,3.5
O=S(=O)(Cc1ccc(Cl)cc1)Nc1ccccc1,-0.8,0.2,-0.1,6.4
N#Cc1ccccc1OCC(=O)OCC(=O)Nc1nc2c(F)c(F)c(F)cc2s1,0.7,0.0,-0.1,4.3
CCC(=O)N1CCN(c2ccc(Cl)cc2NC(=O)c2ccc(C#N)cc2F)CC1,-4.7,0.0,-1.2,4.0

# Retrieved by compound from the list above (4):
SMILES,TEAD-YAP block,FBW7 act,GPR151 activ,MITF primary
CC1(C)C(=O)OC(c2ccc(C3OC(=O)C(C)(C)C(=O)C3(C)C)cc2)C(C)(C)C1=O (stereo not drawn),-4.8,0.3,-0.9,0.6
CC1=C(C(=O)OCCOc2ccccc2)C(c2ccc(Cl)c([N+](=O)[O-])c2)C2=C(CCCC2=O)N1 (stereo not drawn),3.1,0.0,0.5,2.7
CCC(=O)Nc1ccc(NC(=O)COc2ccc(OC)cc2)cc1,5.2,0.1,0.6,7.2
CCOC(=O)C1=C(C)N=c2s/c(=C\c3ccc(OC(C)=O)cc3OC(C)=O)c(=O)n2C1c1cccc([N+](=O)[O-])c1 (stereo not drawn),7.7,-0.2,0.9,-0.3

# The list goes on:
SMILES,TEAD-YAP block,FBW7 act,GPR151 activ,MITF primary
COC(=O)c1cc(NC(=S)NC(C)(C)C)cc(C(=O)OC)c1,2.7,1.1,-0.4,14.4
COc1ccc(C(=O)O)cc1NC(=S)NC(=O)c1ccc(F)cc1,-8.8,0.0,-0.1,-11.3
Cc1ccc2nc(NC(=O)NC3CCCCC3)sc2c1,-82.4,-0.4,0.8,10.8
COC(=O)CNC(=O)COC(=O)c1ccc(Sc2nc(C)cs2)c([N+](=O)[O-])c1,12.0,0.0,0.5,13.3
O=C(NCc1nnc2n1CCN(Cc1cc3c(cc1Cl)OCO3)CC2)c1ccccn1,-1.4,0.1,0.3,14.2
NC1=NC(c2ccncc2)n2c(nc3ccccc32)N1 (stereo not drawn),-5.7,0.3,1.2,3.9
CC(C)/C=C(/C(=O)c1ccc(Cl)cc1Cl)n1cncn1,3.1,-0.1,0.1,13.4
COc1cccc(C(=O)N2CCN(c3ccc([N+](=O)[O-])c(N4CCOCC4)c3)CC2)c1,8.3,0.2,-1.0,13.7
CCCc1cc(=O)oc2cc(OCc3ccc([N+](=O)[O-])cc3)ccc12,-2.0,0.1,-1.5,14.4
COc1cc(OC)cc(C(=O)NC(=S)Nc2ccc(S(N)(=O)=O)cc2)c1,-4.3,-0.1,-0.4,4.6
Cc1ccc(OCCCNCCO)c(Br)c1,-11.0,0.0,0.2,14.8
O=C1NN(c2ccccc2)C(=O)/C1=C\c1cccc(I)c1,-9.9,0.3,0.4,9.9
O=C(Nc1ccc(NC(=O)C2CCCCC2)nc1)c1cnccn1,4.6,0.0,0.4,-1.1
CC[C@@H](Cn1ncc2ccccc2c1=O)NC(=O)Cc1ccc(F)cc1,-0.9,-0.1,-0.6,3.7
Cc1cccc(N2CCN(S(=O)(=O)c3c(C)nn(C)c3C)CC2C)c1 (stereo not drawn),-4.4,0.1,-1.5,0.8
O=C1CSC(=O)N1c1ccc(F)cc1,-6.8,0.0,-1.0,6.5
CCOc1ccc(C2CC(c3cccc(OC)c3)Nc3nc(N)nn32)cc1 (stereo not drawn),8.0,0.0,0.6,5.1
Cc1ccc(SC(=C(Cl)Cl)/C(=C2/NCCO2)[N+](=O)[O-])cc1,7.4,0.1,-0.1,17.1
COc1cc(C2NC(=O)c3n[nH]c(C)c32)ccc1O (stereo not drawn),3.2,0.0,-0.5,-7.5
COc1ccc(-c2nc3ccccc3c(=O)n2NC(=O)c2ccc(OC)c([N+](=O)[O-])c2)cc1OC,-6.1,-0.3,0.2,4.1
O=C(CCSc1ccc(Cl)cc1)NCc1ccccn1,-17.4,0.0,-0.7,0.3
CC(C)=CC(=O)Nc1nnc(-c2ccccc2)s1,-65.6,-0.1,0.5,1.3
C=CCc1c(O)c(C(=O)OC)cc([N+](=O)[O-])c1CS(=O)(=O)c1ccc(C)cc1,0.6,0.1,-1.3,-4.8
O=C(COC(=O)c1ccc2c(c1)C(=O)N(c1cccc(Cl)c1)C2=O)c1cccc([N+](=O)[O-])c1,-7.7,0.0,0.7,-2.7
CCN(CC)C(=O)C1CCCN(c2nc(Nc3ccc(N4CCOCC4)cc3)c3[nH]cnc3n2)C1 (stereo not drawn),-7.3,0.9,1.4,3.5
NS(=O)(=O)c1ccc(CCNC(=O)CCS(=O)(=O)Cc2ccccc2)cc1,-0.1,0.1,-0.5,4.1
Brc1ccc(-c2nc(-c3cccnc3)no2)cc1,-51.9,0.1,-1.0,15.8
Cc1ccc(N(CC(=O)NC(C)(C)C)C(=O)CCC(=O)Nc2ccccn2)c(C)c1,-1.7,-0.1,-0.3,-0.5
Cc1ccc(NC(=O)CN(C)C(=O)COc2ccc(C)c(C)c2)cc1,5.8,0.1,4.8,3.6
CCOc1ccccc1-n1c(=S)sc2c(=O)n(-c3ccccc3)c(SCC(=O)NCCC(C)C)nc21,10.7,-0.1,-0.6,4.2
O=C(Cc1ccccc1)N1CCc2ccccc21,-12.8,0.1,0.9,13.7
N#Cc1c(-c2cccs2)[nH]c(=S)[nH]c1=O,-7.0,-0.2,-0.2,-12.4
O=C(CC(Nc1ccc(F)cc1)C(=O)O)c1ccc(Cl)cc1 (stereo not drawn),-5.8,0.2,-0.2,15.3
CC1(C)OC(C(N)=O)C(C(N)=O)O1 (stereo not drawn),4.4,0.2,1.1,13.7
Cc1cccn2c(=O)c(/C=N/O)c(N3CCOCC3)nc12,1.0,0.3,-1.6,17.1
COc1ccc(C2C(C(=O)OCC3CCCO3)=C(C)NC3=C2C(=O)CC(C)(C)C3)cc1OC (stereo not drawn),2.8,0.1,1.9,7.3
N#Cc1ccccc1Cn1cc(/C=C2\SC(=N)N(c3ccc(Cl)cc3)C2=O)c2ccccc21,-0.4,0.0,-1.0,10.4
COc1ccc(CN2CC(C(=O)NC3CC3)CC2=O)cc1 (stereo not drawn),-8.8,-0.1,0.2,-1.5
CC1CC(C)CN(C(=O)CSc2nc(N)cc(=O)[nH]2)C1 (stereo not drawn),-11.4,0.5,0.0,18.4
Cc1nn(-c2nc3ccccc3n2C)c2c1C(=O)CC(C)(C)C2,10.0,0.0,0.2,0.7

# 3 successive records out of the list so far, quoted:
SMILES,TEAD-YAP block,FBW7 act,GPR151 activ,MITF primary
COc1ccc(CN2CC(C(=O)NC3CC3)CC2=O)cc1 (stereo not drawn),-8.8,-0.1,0.2,-1.5
CC1CC(C)CN(C(=O)CSc2nc(N)cc(=O)[nH]2)C1 (stereo not drawn),-11.4,0.5,0.0,18.4
Cc1nn(-c2nc3ccccc3n2C)c2c1C(=O)CC(C)(C)C2,10.0,0.0,0.2,0.7

# Additional entries follow.
SMILES,TEAD-YAP block,FBW7 act,GPR151 activ,MITF primary
CCN(CC)c1ccc2cc(C#N)c(=O)oc2c1,-7.4,0.1,-1.5,-8.4
COc1cccc(C(=O)NCc2ccccc2OC)c1,-1.0,0.3,0.4,4.2
CCCNC(=O)c1cccc(-c2ccc(C(N)=O)cc2)c1,5.4,0.0,1.2,5.1
COc1cc(C2Nc3cc(C)c(C)cc3NC3=C2C(=O)CC(C)(C)C3)ccc1OC(C)=O (stereo not drawn),-8.8,0.2,0.4,12.6
O=C(CSc1ccc(-c2ccccn2)nn1)Nc1cccc(Cl)c1,-7.2,-0.2,-2.5,12.3
COCCNC(=O)/C=C/c1ccc(C)cc1,-33.1,0.2,-0.5,19.4
CCCC(C(N)=O)C1=NC2(CCCCC2)Cc2ccccc21 (stereo not drawn),-0.7,0.0,-0.1,-7.6
O=C1CC(c2ccc(Cl)cc2)CC2=C1C(c1cccc(Cl)c1)Nc1ccccc1N2 (stereo not drawn),6.8,0.5,2.1,6.0
FC(F)Oc1ccc(NC(=S)NCCc2ccccn2)cc1,-13.1,-0.1,0.8,6.9
CCc1nn(CC(=O)N2CCCCC2)c(=O)c2cc3sccc3n12,-6.9,-0.1,0.3,-4.3
O=C(NCCN1CCOCC1)c1cccc(-n2ncc3cc(Nc4c(F)cccc4[N+](=O)[O-])ccc32)c1,25.8,-0.3,1.1,7.6
COc1cc(OC)c(OC)cc1/C=C1\N=C(c2cc(Br)ccc2OC)OC1=O,-6.1,0.1,-0.2,7.6
CCCc1[nH]n(-c2ccc([N+](=O)[O-])cc2)c(=O)c1C(C)=NCc1ccncc1,-3.2,-0.4,-0.7,-12.8
Cc1ccc(C(=O)Nc2ccc(S(=O)(=O)Nc3nccs3)cc2)cc1,-0.9,0.0,0.0,-1.4
O=C(NC1CC(=O)N(c2cccc(F)c2)C1)c1ccccc1Cl (stereo not drawn),7.7,0.0,-0.4,1.7
CCOc1ccc(NC(=O)CSc2nc3c(c(=O)n2-c2ccc(F)cc2)SCC3)cc1,1.5,0.1,0.2,5.8
CC(C)CCOC(=O)c1ccc(N2C(=O)c3cccc([N+](=O)[O-])c3C2=O)cc1,-9.9,0.0,-0.1,13.0
CCOc1ccc(S(=O)(=O)N(C(=O)c2ccncc2)c2ccc3oc(C)c(C(=O)OC)c3c2)cc1,63.8*,-0.1,3.3,-7.6
CCN(CC)c1ncnc2c1cnn2-c1ccc(Cl)cc1,69.7*,-0.1,0.2,-6.0
COc1ccc(Cl)cc1S(=O)(=O)NC1CC(C)(C)NC(C)(C)C1,-5.6,-0.2,-1.0,-7.0
CC(Oc1ccc(Cl)cc1Cl)C(=O)O/N=C(\N)c1ccncc1 (stereo not drawn),-6.1,0.0,1.6,0.3
CCC(=O)N(Cc1ccccc1OC)Cc1cc2cc3c(cc2[nH]c1=O)OCO3,25.4,0.0,-0.5,25.4
O=C(O)CN1C(=O)S/C(=C\c2cccn2-c2cccc(Br)c2)C1=O,-1.3,0.0,1.2,7.2
O=C(Cc1ccc(Br)cc1)Nc1ccc(S(=O)(=O)N2CCOCC2)cc1,7.2,0.6,-0.4,9.0
CCSc1nnc(-c2ccc(N(CC)CC)cc2)o1,-67.6,0.2,-1.5,8.0
OCC(O)COC(c1ccccc1)(c1ccccc1)c1ccccc1 (stereo not drawn),11.1,0.0,-0.4,-2.9
CC/C(=N\NC(=O)CCC(=O)Nc1ccc(Cl)cc1C)c1ccccc1,17.4,0.1,1.7,18.4
COC(=O)C1=CN(CC2CCCO2)C=C(C(=O)OC)C1c1ccc(F)cc1 (stereo not drawn),8.9,0.2,0.0,6.4
CCOC(=O)N1CCC(NS(=O)(=O)c2cc(Br)cc3c2N(C(C)=O)CC3)CC1,2.6,0.0,0.0,-3.8
NC(=O)Nc1ccc(C(=O)OCc2cc([N+](=O)[O-])cc3c2OCOC3)cc1,1.0,0.1,3.2,8.8
COC(=O)c1ccccc1NC(=O)Nc1nnc(N2CCCCC2C)s1 (stereo not drawn),-3.6,-0.1,1.9,-7.4
OCc1ccccc1-c1cnc(N2CCOCC2)c2nccn12,-1.6,-0.8,-0.5,15.1

# Whole records as entered above. Screens in order: TEAD-YAP block	FBW7 act	GPR151 activ	MITF primary
# CCC(=O)N(Cc1ccccc1OC)Cc1cc2cc3c(cc2[nH]c1=O)OCO3 in the list: 25.4	0.0	-0.5	25.4
# CCSc1nnc(-c2ccc(N(CC)CC)cc2)o1 in the list: -67.6	0.2	-1.5	8.0
# COC(=O)C1=CN(CC2CCCO2)C=C(C(=O)OC)C1c1ccc(F)cc1 (stereo not drawn) in the list: 8.9	0.2	0.0	6.4
# O=C(O)CN1C(=O)S/C(=C\c2cccn2-c2cccc(Br)c2)C1=O in the list: -1.3	0.0	1.2	7.2
